Compound activity as filed in PubChem BioAssay.
BRCA1 expr act = qHTS Assay to Identify Small Molecule Activators of BRCA1 Expression; MCF7-BRCA1-FFLuc reporter, luminescence, 48 h; response scale: scaled: vehicle 0%, 10 µM genistein 100%; 380,000 tested, 1.1% active; Potency, µM (titrated, usually from 46.1 µM), inactives show at the top dose activation, most hits filed as activators; AID 624202, 2012; active = well fitted activation curve with a large enough effect; inconclusive = small, poorly fitted or top-dose-only effect; inactive = no such curve, though single readings can be large or run the other way; note: nearly all actives have a fitted effect of over 80% in size; some results filed as inactive show a strong effect at the top dose
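MCF7-BRCA1-FFLuc, 2000 cells/well; 2 h attach, 37 °C/5% CO2; compound 48 h; luciferase substrate 15 min; luminescence end-point. Norm. to genistein 10 microM max activation and DMSO; concentration-response curves fitted.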
Starred values were filed as active, the others as inactive; ? = inconclusive. Potency is the fitted concentration of half-maximal effect. The list is partial. The share of hits here may be higher or lower than overall.

SMILES	BRCA1 expr act
COc1ccc(C(C)(O)c2nc(-c3cccc(O)c3)cs2)cc1 (centres undefined)	-35.0%
COCCCN1C(=O)C(CC(=O)NC(c2ccccc2)c2ccccc2)CC(C(=O)N2CCCCCC2)=C1C (centres undefined)	-6.8%
CCc1nc2ccc(C(=O)N3CCN(C(=O)c4ccco4)CC3)cn2c1N(C)Cc1nccs1	7.3%
COC(=O)C[C@@H]1C[C@@H]2c3cc(NS(=O)(=O)c4ccccc4)ccc3O[C@@H]2[C@@H](CO)O1	9.7%
COC(=O)[C@]12CCCCC=C1N(CCC1=CCCCC1)C(=O)[C@H](CC(=O)N1CCCCC1)C2	-12.5%
COc1ccc([C@H]2C[C@H](O)[C@@H](n3cc(C4CC4)nn3)CN2CC2CCCCC2)cc1	-0.7%
CCCCCCCCN1C(=O)[C@H](CC(=O)NCc2ccc(C)o2)C[C@@]2(C(=O)OC)CCCCC=C12	-26.8%
COc1ccccc1N(CC(=O)NCCSCc1ccccc1)S(=O)(=O)c1ccccc1	-18.1%
O=C(NCc1cccs1)c1ccc2sc([C@@H]3O[C@H](CO)[C@H](O)[C@H](O)[C@H]3O)nc2c1	5.9%
COc1ccc(-c2cc(CNc3nc(NCc4ccccc4OC)nc4ccsc34)on2)cc1	-59.0%
Cc1cccc(Cl)c1NC(=O)NCCCN1CCCCC1C (centres undefined)	14.1%
CCCS(=O)(=O)NC(=O)C1(C)CCCN(C(=O)c2cccs2)C1 (centres undefined)	5.6%
CCCCCC(=O)N1C[C@@H](O)[C@H](n2cc(COC(=O)c3ccccc3)nn2)C[C@@H]1c1ccc(OC)cc1	4.7%
CC1=C(C(=O)N2CCCCCC2)CC(CC(=O)NCC2CCCCC2)C(=O)N1Cc1ccccc1 (centres undefined)	-3.6%
CN1CCN(C(=O)C(=O)c2cn(CC(=O)N3CCCCCC3)c3ccccc23)CC1	17.1%
OC(c1ccc(CN2CCCCC2)cc1)c1ncc(-c2ccccc2)[nH]1 (centres undefined)	8.0%
N#CC1C(=O)NC(=O)C(C#N)C12CCCc1sccc12 (centres undefined)	18.7%
O=C1COc2ccc(-c3csc(-c4ccc(F)cc4)n3)cc2N1	11.0%
CCCCn1nnnc1C(c1ccccc1)N1CCN(C(=O)C2CCCO2)CC1 (centres undefined)	3.4%
OC[C@@H]1CN(Cc2cccnc2)C[C@H](n2cnc3c(N4CCN(c5ccccc5)CC4)ncnc32)O1	-8.7%
NC(CCc1ccccc1)c1csc(NC(=O)NCCc2ccccc2)n1 (centres undefined)	-34.6%
CCc1nc2c(OCCc3cccc(OC)c3)cccn2c1N(C=O)Cc1ccccc1	-28.1%
O=C(/C=C/[C@H]1O[C@@H](n2ccc(=O)[nH]c2=O)[C@H](O)[C@@H]1O)NCCN1CCOCC1	4.7%
CC1(C(=O)NS(=O)(=O)c2cccc(C#N)c2)CCN1C(=O)c1cccc2ccccc12 (centres undefined)	18.3%
O=c1[nH]c(=S)[nH]c2c1[C@H](CCc1cccc(Cl)c1)O[C@H](C1CCCC1)C2	-37.0%
CC1(C(=O)Nc2ccc(Cl)c(Cl)c2)CCN1C(=O)CC(c1ccccc1)c1ccccc1 (centres undefined)	-7.0%
COc1ccc(CCNC(=O)Nc2nc(C(N)COCc3ccccc3)cs2)cc1OC (centres undefined)	-4.9%
O=C(CC1CC2CCC1C2)N1CCN(S(=O)(=O)c2ccc(C(F)(F)F)cc2)CC1 (centres undefined)	-9.2%
O=C(NC1CC1)c1ccc2sc([C@H]3C[C@H](O)[C@@H](CO)O3)nc2c1	2.4%
C=C1C=C(C)n2ncc(C(=O)Nc3ccc(NC(C)=O)c(Cl)c3)c2N1	1.5%
CCNC(=O)C1(C)CCCN(C(=O)c2cc(C)n(C(C)(C)C)n2)C1 (centres undefined)	34.1%
CCCNC(=O)C1(C)CCCN(Cc2ccc(Cl)cc2)C1 (centres undefined)	-25.0%
C[C@H](O)[C@@H]1C(=O)N2CCc3c([nH]c4ccccc34)[C@@H]2C[C@@H]1N(C)C(=O)Nc1cccc2ccccc12	-32.9%
COc1cccc(C(C)(O)c2nc(-c3cncnc3)cs2)c1 (centres undefined)	0.0%
O=C(O)c1cccc(N2C(=O)C=CC2=O)c1	0.3%
O=C(Nc1ccc2c(c1)OCCO2)C(C1CC1)N1CCN(c2ccc(F)cc2)CC1 (centres undefined)	1.0%
C#CCNC(=O)C[C@@H]1C[C@@]2(C(=O)OCC)CCCC=C2N(CCCCCCCC)C1=O	-24.7%
O=C(COC(=O)c1cc([N+](=O)[O-])ccc1N1CCOCC1)NCc1ccccc1	-3.4%
COCCNC(=O)C1(C)CCCN(C(=O)c2ccccc2C(F)(F)F)C1 (centres undefined)	11.2%
CN(C)c1ccc(C=O)c(F)c1	9.3%

Copied from the results shown (13 entries):
SMILES	BRCA1 expr act
COc1ccc(CCNC(=O)Nc2nc(C(N)COCc3ccccc3)cs2)cc1OC (centres undefined)	-4.9%
O=C(CC1CC2CCC1C2)N1CCN(S(=O)(=O)c2ccc(C(F)(F)F)cc2)CC1 (centres undefined)	-9.2%
O=C(NC1CC1)c1ccc2sc([C@H]3C[C@H](O)[C@@H](CO)O3)nc2c1	2.4%
C=C1C=C(C)n2ncc(C(=O)Nc3ccc(NC(C)=O)c(Cl)c3)c2N1	1.5%
CCNC(=O)C1(C)CCCN(C(=O)c2cc(C)n(C(C)(C)C)n2)C1 (centres undefined)	34.1%
CCCNC(=O)C1(C)CCCN(Cc2ccc(Cl)cc2)C1 (centres undefined)	-25.0%
C[C@H](O)[C@@H]1C(=O)N2CCc3c([nH]c4ccccc34)[C@@H]2C[C@@H]1N(C)C(=O)Nc1cccc2ccccc12	-32.9%
COc1cccc(C(C)(O)c2nc(-c3cncnc3)cs2)c1 (centres undefined)	0.0%
O=C(O)c1cccc(N2C(=O)C=CC2=O)c1	0.3%
O=C(Nc1ccc2c(c1)OCCO2)C(C1CC1)N1CCN(c2ccc(F)cc2)CC1 (centres undefined)	1.0%
C#CCNC(=O)C[C@@H]1C[C@@]2(C(=O)OCC)CCCC=C2N(CCCCCCCC)C1=O	-24.7%
O=C(COC(=O)c1cc([N+](=O)[O-])ccc1N1CCOCC1)NCc1ccccc1	-3.4%
COCCNC(=O)C1(C)CCCN(C(=O)c2ccccc2C(F)(F)F)C1 (centres undefined)	11.2%

(more compounds)
SMILES	BRCA1 expr act
Cc1cccc(C(=O)C(O)(c2ccccc2)C2CCCCC2=O)c1 (centres undefined)	-24.6%
O=C(CNc1ccc(C(F)(F)F)cc1)Nc1cccc(S(=O)(=O)N2CCCCC2)c1	-55.0%
Cc1ccc([C@H]2C[C@@H](O)[C@H](n3cc(-c4ccc(F)cc4)nn3)CN2Cc2cccs2)cc1	1.6%
O=C(COC(=O)c1cc(F)c(F)cc1Cl)NC1CCCCCC1	0.6%
O=C(CC[C@H]1O[C@@H](n2ccc(=O)[nH]c2=O)[C@H](O)[C@@H]1O)N1CCN(c2ccccn2)CC1	14.1%
O=C(Nc1ccccc1N1CCOCC1)[C@@H]1O[C@H](CO)[C@H](O)[C@H](O)[C@H]1O	15.7%
COc1ccc(C(N)c2csc(Nc3ccc(C(=O)NCCCO)cn3)n2)cc1 (centres undefined)	-2.5%
COCCNc1ncnc2c1ncn2[C@H]1CN(Cc2ccncc2)C[C@@H](CO)O1	16.4%
CC(=O)Oc1ccc(Cn2c(C)c(C(=O)NCc3ccc4c(c3)OCCO4)sc2=O)cc1	-7.5%
CCOC(=O)C1(C)CCCN(C(=O)c2ccc3snnc3c2)C1 (centres undefined)	5.1%
C[C@@H]1CN([C@@H](C)CO)C(=O)CCCn2nncc2CO[C@@H]1CN(C)C(=O)Nc1ccnc(N2CCOCC2)c1	-5.6%
CCN(Cc1ccccc1)c1cc2c(c3c1ccn3C)C1CCC2C1 (centres undefined)	-8.2%
Cc1cccc(C)c1-n1nnnc1C(c1ccccc1)N1CCN(C/C=C/c2ccccc2)CC1 (centres undefined)	-38.6%
COc1cccc(OC)c1C(=O)N1CCN(Cc2ccccc2F)CC1	0.1%
CCCCCN(C(=O)CCC(=O)OC(C)C(=O)Nc1ccccc1C)c1c(N)n(CCCC)c(=O)[nH]c1=O (centres undefined)	-7.6%
O=C1NC[C@H](Cc2ccccc2)N(C[C@@H]2CCCN2C[C@H](Cc2ccc(O)cc2)N2C[C@H](Cc3ccc(O)cc3)N(CC3CCCCC3)C(=O)C2=O)C1=O	-9.2%
O=S1(=O)CCN(CCc2ccccc2)CC1	4.9%
CC1(Cc2ccc(S(C)(=O)=O)cc2)C(=O)Nc2ccc(Cl)cc21 (centres undefined)	39.1%
CCc1ccc(OC2(C)CCN(Cc3ccc(SC)cc3)C2)cc1 (centres undefined)	-6.3%
COc1ccc(-c2cnc3c(c2)C(=O)N([C@H](C)CO)C[C@@H](C)[C@@H](CN(C)C(=O)NC2CCCC2)O3)cc1	3.4%

Rewritten with each value named: entries from further up.
CCCCCN(C(=O)CCC(=O)OC(C)C(=O)Nc1ccccc1C)c1c(N)n(CCCC)c(=O)[nH]c1=O (centres undefined)
  BRCA1 expr act: -7.6%

COc1cccc(OC)c1C(=O)N1CCN(Cc2ccccc2F)CC1
  BRCA1 expr act: 0.1%

Further results follow.
SMILES	BRCA1 expr act
COc1cccc(-c2cnc3c(NC=O)cc(-c4cccc(C(=O)N(C)C)c4)cn23)c1	0.0%
CCc1nnc(NC(=O)c2ccco2)s1	37.8%
CCOC(=O)[C@]12CCCC=C1N(Cc1cccc3ccccc13)C(=O)[C@H](CC(=O)N1CCN(C(=O)c3ccco3)CC1)C2	-13.8%
CC1(C(=O)NS(=O)(=O)c2cccc(F)c2)CCN1C(=O)CC1CCCC1 (centres undefined)	8.2%
COc1ccccc1-c1noc2c1C(=O)N(Cc1cn(-c3ccc(Cl)cc3)nn1)CC2	-40.6%
C[n+]1c(/C=C/c2ccnc3ccccc23)cc(/C=C/c2ccnc3ccccc23)c2ccccc21	0.0%
COc1ccc(CN2CCC(C)(Oc3ccc(C(C)=O)cc3)C2)c2ccccc12 (centres undefined)	-4.5%
O=C(NC1CCCC1)C1c2ccccc2OCC(=O)N1CCc1ccccc1 (centres undefined)	-5.7%
Cc1ccc2nc(SCC(=O)N3N=C(c4cccs4)CC3c3ccc(F)cc3)nc(=O)n2c1 (centres undefined)	-38.3%
COCCNC(=O)c1ccc(-c2ccc(OC)cc2C)c2ccoc12	-56.7%
CCCNC(=O)c1cc(C2CCCCN2C(=O)c2cccs2)on1 (centres undefined)	0.0%
CCOC(=O)N1CCN(C(c2cc3ccccc3o2)c2nnnn2C(C)(C)C)CC1 (centres undefined)	22.0%
O=C1[C@H]2[C@@H](c3ccc(C(F)(F)F)cc3)N[C@]3(CCCN(Cc4ccc(C(F)(F)F)cc4)C3=O)[C@H]2C(=O)N1Cc1ccccc1	-6.6%
COc1cccc(-c2cnc3c(NC(C)=O)cc(-c4cccc(C(=O)NCCO)c4)cn23)c1	-21.8%
Cc1cc(Cl)ccc1C(O)c1ncc(-c2ccc(Cl)cc2)[nH]1 (centres undefined)	-10.5%
Cc1cn([C@H]2C[C@H](O)[C@@H](CNC(=O)c3ccccn3)O2)c(=O)[nH]c1=O	5.2%
CC(=O)c1ccc(-c2cnc3c(NC=O)cc(-c4cnn(C)c4)cn23)cc1	-15.7%
COc1ccc(C(=O)Nc2nc(C)cs2)cc1S(=O)(=O)N1CCOCC1	-30.9%
COc1ccc(NC(=O)c2ccc(-c3ccc(F)cc3)o2)cc1OC	5.4%
COCCNC(=O)c1cc2c(c(-c3cccc(C#Cc4ccc(OC)c(OC)c4)c3)n1)[C@H](CCO)N(S(=O)C(C)(C)C)C2 (some centres undefined)	-8.3%
O=C(Nc1ccc2c(c1)OCCO2)C1c2ccccc2OCC(=O)N1CCc1c[nH]c2ccccc12 (centres undefined)	2.7%
CC(=O)N1CC2(CC(c3ccccc3C(F)(F)F)=NO2)CN1c1ccc(Cl)cc1 (centres undefined)	-17.9%
CCCCN1C(=O)C(CC(=O)NCCCN(C)C)CC(C(=O)N(C(C)C)C(C)C)=C1C (centres undefined)	5.6%
O=C(Nc1ccc(F)c(Cl)c1)[C@@H]1O[C@H](CO)[C@H](O)[C@H](O)[C@H]1O	-4.3%
COc1ccc(-c2coc3c(C(=O)Nc4cccc(NS(C)(=O)=O)c4)cccc23)c(C)c1	40.1%
CC(=O)c1ccc2c(c1)N(Cc1ccccc1)C(=O)C(C)S2 (centres undefined)	15.4%
CCCc1nc2ccc(C)cn2c1Cc1ccccc1	?
Clc1ccccc1OCCNc1nc(NCC2CC2)nc2ccsc12	-30.5%
Cc1cccc(C)c1-n1nnnc1C(c1ccnc2ccccc12)N(CCC#N)Cc1ccccc1 (centres undefined)	-64.7%
CC1(C(=O)NS(=O)(=O)c2ccc(Cl)cc2)CCN1C(=O)Cc1cccs1 (centres undefined)	7.9%
O=C(O)Cn1nnc(-c2ccccc2)c1COc1ccccc1	13.9%
COc1ccc(C(C#N)=C2C=CC(=NO)c3ccccc32)cc1	-32.5%
CCCCN1C[C@H](CSC)[C@@H](CC(=O)Nc2ccc(OC)cc2)C1=O	-17.7%
Cc1cccc(C)c1-n1nnnc1C(C1CC1)N1CCN(C/C=C/c2ccccc2)CC1 (centres undefined)	-27.4%
O=C(NC(Cc1nn[nH]n1)C(=O)OCc1ccccc1)OCc1ccccc1 (centres undefined)	0.0%
Fc1cccc(Cc2c(-c3ccc(Cl)cc3)nc3c(Cl)cc(C(F)(F)F)cn23)c1	13.5%
CC(=O)c1cccc(NC(=O)COC(=O)c2ccccc2OCc2cccc(Br)c2)c1	12.7%
CC1(C(=O)NCc2ccc(C(F)(F)F)cc2)CCN1Cc1cc2ccccc2o1 (centres undefined)	-16.4%
Cn1nc(C(C)(C)C)cc1C(=O)N1CCCC(c2cc(C(=O)NCc3ccccc3)no2)C1 (centres undefined)	-21.3%
